Compound activity from PubChem.
TDP1 block: blocks human tyrosyl-DNA phosphodiesterase 1; Q9NUW8; recombinant TDP1, AlphaScreen DNA substrate cleavage; Potency, µM (titrated, usually from 130 µM), without a hit: at the highest dose activity change, negative = inhibition, actives largely listed as inhibitors; 350,000 compounds, 0.28% hits; AID 485290; further: nearly all actives have a fitted effect of over 40% in size
Target sequence (Q9NUW8 whole entry, looked up): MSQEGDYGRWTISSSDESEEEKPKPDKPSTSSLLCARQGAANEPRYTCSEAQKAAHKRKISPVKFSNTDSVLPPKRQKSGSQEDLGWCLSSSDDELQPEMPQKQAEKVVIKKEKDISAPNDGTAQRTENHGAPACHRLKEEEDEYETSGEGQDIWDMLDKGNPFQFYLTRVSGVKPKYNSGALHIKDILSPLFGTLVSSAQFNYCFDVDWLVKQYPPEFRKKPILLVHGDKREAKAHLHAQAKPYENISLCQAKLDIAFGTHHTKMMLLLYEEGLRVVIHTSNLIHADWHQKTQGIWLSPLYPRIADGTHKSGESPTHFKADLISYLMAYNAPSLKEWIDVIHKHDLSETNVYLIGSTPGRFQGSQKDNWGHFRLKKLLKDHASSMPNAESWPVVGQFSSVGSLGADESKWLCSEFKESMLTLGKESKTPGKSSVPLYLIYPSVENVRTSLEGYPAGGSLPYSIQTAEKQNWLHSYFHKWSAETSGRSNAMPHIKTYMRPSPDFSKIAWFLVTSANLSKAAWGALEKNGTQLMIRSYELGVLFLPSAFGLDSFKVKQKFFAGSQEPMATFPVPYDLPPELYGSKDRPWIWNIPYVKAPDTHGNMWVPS
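Recombinant human Tdp1 (E. coli-expressed, 1 nM final) preincubated with compounds 15 min at room temperature, then 5'-biotin/3'-phosphotyrosine-FITC DNA substrate (15 nM final) added for 5 min. AlphaScreen beads (10 ug/ml final) added 10 min; cleavage lowers signal.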
DT40 TDP1 CPT: DT40-hTDP1 cell growth loss with CPT; chicken DT40 Tdp1-/-;hTDP1 cells + 20 nM CPT, ATP luminescence, 48 h; Potency, µM (series often up to 46.2 µM), for inactives: at the top dose activity change, negative = growth inhibition, most hits filed as inhibitors; 420,000 compounds, 12% hits; further: nearly all actives have a fitted effect of over 55% in size
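Chicken DT40 Tdp1-/- cells complemented with human TDP1, 400 cells/well, exposed to compounds plus 20 nM camptothecin for at least 48 h at 37 C; viability read as ATP content by CellTiter-Glo luminescence.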
DT40 TDP1 no CPT: qHTS for Inhibitors of human tyrosyl-DNA phosphodiesterase 1 (TDP1): qHTS in cells in absence of CPT | Potency, µM (doses to about 46.2 µM), inactives show at the top dose activity change, negative = growth inhibition, most hits filed as inhibitors | DT40 Tdp1-/- hTDP1 cells, no CPT, ATP luminescence, 48 h | 420,000 compounds, 15% hits | AID 686978, 2013; further: nearly all actives have a fitted effect of over 55% in size
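Camptothecin absent (DMSO only). Human TDP1-complemented DT40 knockout cells, 400 cells/well, 37 °C for minimum 48 hr; ATP measured via CellTiter-Glo, 30 min dark incubation, luminescence.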
Starred values were filed as active, the others as inactive; ? = inconclusive; · = not tested or not shown; & = joins results of further samples; [ ] = another dose, or the depositor's remark. The call rests on the fitted dose curve; in most records, active means well fitted curve in the direction sought with a large enough effect; inconclusive means small, poorly fitted or top-dose-only effect, or another doubt; inactive means no such curve, though single readings can be large; an effect the other way counts as inactive or inconclusive. On the % scale 0 is the no-effect control and ±100 the full control effect; potency means the concentration at half of the fitted maximal effect.

Results follow in this order: TDP1 block	DT40 TDP1 CPT	DT40 TDP1 no CPT
Cc1nn2c(-c3ccc(S(=O)(=O)N4CCN(C)CC4)o3)nnc2c2ccccc12
  -3%	-9%	-4%
COC(=O)c1ccc(N2CCN(C(C)=O)CC2)c(NC(=O)COc2ccccc2C)c1
  2%	-28%	-23%
O=C(Nc1cc(S(=O)(=O)N2CCOCC2)ccc1N1CCOCC1)c1cn2ccccc2n1
  3%	-16%	?
COc1ccc(NC(=O)c2ccccc2Oc2ccccc2)cc1
  ·	-21%	-27%
CC(C)n1c(O)c(N=NC(=O)CNC(=O)CCc2ccccc2)c2ccccc21
  ·	5%	?
O=C(Nc1ccc(CN2CCCCC2)cc1)c1ccc2c(c1)OCO2
  5%	-6%	-4%
Cc1cc(C)c(S(=O)(=O)n2ccc(-c3ccc(OCCN(C)c4ccccn4)cc3)n2)c(C)c1
  1%	-3%	?
Cc1ccc(S(=O)(=O)N2CCC(C(=O)OCC(=O)N3CCCC(C)C3)CC2)cc1C (configuration not stated)
  0%	16%	-2%
COc1cc(C(=O)NCc2ccccc2)ccc1OC(F)F
  0%	7%	-28%
CCOc1ccc(-n2cnc3scc(-c4ccc(OC)c(OC)c4)c3c2=O)cc1
  -5%	?	?
O=C(CN1CCN(S(=O)(=O)c2ccc(Cl)cc2)CC1)NCc1cccs1
  0%	0%	-24%
COc1ccccc1-c1ccnc(-n2ncc(C(=O)NC3CCCN(Cc4ccccc4)C3)c2C)n1 (configuration not stated)
  ·	10%[9.04 µM]	-28%
CCOC(=O)c1ccc(COC(=O)c2cc(=O)[nH]c3ccccc23)o1
  4%	3%	6%
O=S(=O)(c1ccc(Cl)c(NC(=S)Nc2cccc(O)c2)c1)N1CCOCC1
  4%	8%	-23%
CN(C(=O)Cn1nnc(-c2cccc(C(F)(F)F)c2)n1)C1CCCCC1
  -4%	-7%	-22%
CC(C)C(NS(C)(=O)=O)c1nnc2n1CCN(Cc1ccc3cccnc3c1)CC2 (configuration not stated)
  ·	9%	-13%
O=S(=O)(NCCSc1ccccc1)c1ccc2c(c1)OCCO2
  7%	7%	-7%
Cc1ccc2oc(C(=O)N3CCC(N4CCSCC4)CC3)c(C)c2c1
  3%	-9%	-1%
Cc1ccc2nc(-c3ccc(NC(=O)c4ccc(S(C)(=O)=O)cc4)cc3)sc2c1
  0%	21µM*	?
O=[N+]([O-])c1ccc(F)cc1F
  0%&15%	0%	13%
CCOc1ccc(NC(=O)C(CC(=O)O)Cc2ccc(Br)cc2)cc1 (configuration not stated)
  4%	3%	-5%
CCSc1ncc(Cl)c(C(=O)N2CCN(c3ccccc3OC)CC2)n1
  9%	3.3µM*	4.1µM*
Cc1ccc(-c2csc(NC(=O)c3cccc([N+](=O)[O-])c3C(=O)O)n2)cc1
  3%	6%	10%
CC(C)Cc1ccc(S(=O)(=O)NCC2CCCO2)cc1 (configuration not stated)
  4%	?	?
COc1ccc(-c2cc(C(=O)Nc3cccc(S(=O)(=O)NCc4ccco4)c3)c3ccccc3n2)cc1OC
  5%	10µM*	6.5µM*
CCc1cc2cc(C)cc(C)c2[nH]c1=S
  4%	?	-18%
CCCCC(CC)C(=O)NCCc1ccc(S(N)(=O)=O)cc1 (configuration not stated)
  3%	-26%	-10%
Cc1csc(NC(=O)c2cccc(S(=O)(=O)N3CCN(C)CC3)c2)n1
  8%	?	?
CCCCNC(=O)CCn1nc(-c2ccccc2)ccc1=O
  2%	14%	5%
CC(C)CCNC(=O)CN(Cc1ccccc1Cl)C(=O)CCC(=O)Nc1ccccn1
  -10%	-23%	?
CCN(CC)CCNC(=O)c1cc(-c2ccc(Br)s2)nc2ccccc12
  3%	18µM*	18µM*
O=C(O)Cc1cc(I)c(Oc2cc(I)c(O)c(I)c2)c(I)c1
  -5%[56.1 µM]	6%	0%
COc1ccc(C2SCCN2C(=S)Nc2ccc(Cl)cc2)cc1 (configuration not stated)
  1%	-21%	-12%
Cc1ccc(S(=O)(=O)N2CCC(N3CCN(C)CC3)CC2)cc1Cl
  5%	-21%	?
O=C(c1ccccc1)N1CCSc2sccc2C1=O
  0%	-12%	-4%
O=C(CNC(=O)c1sc2ccccc2c1Cl)NCc1ccccc1
  4%	?	?
COC(=O)CC1C(=O)NC2CCCCC2N1C(=O)CCl (configuration not stated)
  5%	?	15µM*
O=C(Nc1nc2ccc(F)cc2s1)c1ccc(N2CCCC2=O)cc1
  5%[0.505 µM]	-24%	-30%
NS(=O)(=O)c1cccc(NC(=O)CN2CCCc3ccccc32)c1
  4%	-8%	-3%
Cc1cc(Cl)ccc1OCc1nc(-c2ccncc2)no1
  -7%	-26%	?
CCCS(=O)(=O)N1CCC(C(=O)NC2CCCC(C)C2C)CC1 (configuration not stated)
  0%	?	?
O=C(CN(Cc1ccco1)C(=O)c1ccc(Cl)cc1)Nc1c(Cl)cc(Cl)cc1Cl
  -3%	5%	-29%
N#CC1(Nc2ccc([N+](=O)[O-])cc2)CCCC1
  ·	-26%	-22%
Cc1[nH][nH]c(=O)c1C(c1ccc(-c2cccc(C(=O)O)c2)o1)c1c(C)[nH][nH]c1=O
  8.9µM*	30%[activator]	-1%
CC(NC(=O)c1cc(S(=O)(=O)N2CCOCC2)cn1C)c1ccccc1 (configuration not stated)
  ·	16%	6%
Cc1cc(C)n(S(=O)(=O)c2ccc3ccccc3c2)n1
  0%	-11%	-15%
CC(C)Cc1nc(C#N)c(N2CCC(C(N)=O)CC2)o1
  1%	9%	-1%
O=C(Cn1c(=O)n(-c2ccc(F)cc2)c(=O)c2sc3ccccc3c21)N1CCCC1
  4%	-6%	-20%
N#C[C@@H]1N(Cc2ccccc2)C(=O)[C@H]2CC3C=CC21O3 (some centres not stated)
  0%	?	?
Cc1cc(NCCO)nc(-n2nc(C)cc2C)n1
  5%	13%	-5%
COc1ccc(NC2SC(=O)N(CC(=O)O)C2=O)cc1 (configuration not stated)
  2%	-19%	-23%
Cc1ccc(CCNC(=O)c2cc3c(=O)oc4ccccc4c3s2)cc1
  0%	-2%	2%
O=C(C[n+]1cccc(CNC(=O)c2ccc(OC(F)F)cc2)c1)c1ccccc1
  3%	-10%	-5%
O=C(O)c1cccc(C(=O)O)c1Br
  ·	4%	6%
Cc1ccc(OCC(=O)Oc2ccccc2[N+](=O)[O-])cc1
  ·	9%	1%
COc1ccc(C(=O)NNC(=O)C(=O)Nc2ccc(C)c(Cl)c2)cc1
  10%	23µM*	?
CCOc1ccc(NC(=O)COc2coc(CN3CCc4ccccc4C3)cc2=O)cc1
  -3%	-31%	-23%
CCc1cccc(NC(=O)CSc2n[nH]c(-c3ccccc3Cl)n2)c1
  5%	?	?
O=C(COC(=O)c1cccc(S(=O)(=O)N2CCOCC2)c1)Nc1ncc(Cl)cc1Cl
  -13%	-8%	1%
[O-]c1n[n+](-c2ccc(Cl)cc2)cc2ccccc12
  3%	?	?

The listing continues:
Results follow in this order: TDP1 block	DT40 TDP1 CPT	DT40 TDP1 no CPT
CCOc1ccc(N(CC(=O)Nc2cccc(C)c2)S(C)(=O)=O)cc1
  1%	-21%	?
O=C(Cc1nc2ccccc2[nH]1)c1ccc([N+](=O)[O-])cc1
  10%	?	?
CN(C)CCN(C(=O)c1ccc(Br)s1)c1nc2cc3c(cc2s1)OCCO3
  1%	7%	-17%
C/C(=C/c1ccccc1)C(=O)N1CCN(c2ccc(F)cc2)CC1
  ·	-6%	?
O=Cc1ccc(OC(=O)C2CC(=O)N(c3ccc(F)cc3)C2)cc1 (configuration not stated)
  2%	-5%	3%
CCc1ccccc1NC(=O)C1CCCC1
  ·	-2%	0%
CC(=O)Nc1ccc(S(=O)(=O)N[C@@H](C)C(=O)OCC(=O)c2ccc(C)cc2)cc1
  1%	-5%	5%
O=C1c2ccccc2C(=O)N1CC(O)COc1ccccc1Cl (configuration not stated)
  ·	2%	9%
CCN1CCCc2cc(CN(CCN3CCOCC3)C(=S)Nc3ccc(OC)cc3)ccc21
  3%	-17%	-15%
CC(=O)c1ccc(NC(=S)NCc2ccco2)cc1
  -5%	4%	2%
CCc1ccc(S(=O)(=O)c2nnn3c2nc(NC(C)C)c2cc(Cl)ccc23)cc1
  5%	?	?
O=S1(=O)C=C(Sc2nnc(-c3ccccc3)o2)c2ccccc21
  8%	0.52µM*	0.58µM*
CCOC(=O)c1cnc2nc(Cc3ccccc3)[nH]n2c1=O
  8%	-1%	-17%
CC(C)(C)n1ncc2c(=O)n(Cc3cccc(Cl)c3)cnc21
  -3%	?	?
Clc1cccc(Cl)c1COn1nnc2ccccc21
  4%	?	?
COc1cccc(NC(=O)N(C)C[C@H]2Oc3ncc(Br)cc3C(=O)N([C@H](C)CO)C[C@H]2C)c1
  ·	0%	?
COc1cccc(C2C(C(=O)Nc3cccnc3)=C(C)Nc3nc(SCc4ccccc4)nn32)c1 (configuration not stated)
  0%	-14%	-4%
CN=c1scc(-c2ccc([N+](=O)[O-])cc2)n1/N=C/c1ccco1
  10%	11%	-11%
Clc1ccccn1
  0%&16%	18%	1%
C=CCOC(=O)C1=C(C)Nc2nc3ccccc3n2C1c1ccncc1 (configuration not stated)
  5%	?	-22%
CCCCC(=O)Nc1ccc(C(=O)Nc2nc(CC(=O)OCC)cs2)cc1
  -3%	22µM*	?
CCCc1nn2c(=O)cc(COC(=O)c3cccc(NC(=O)COc4ccccc4C)c3)nc2s1
  4%	?	18µM*
Cn1c(CNC2CCCCC2)c(C#N)c2ccccc21
  -4%	-20%	-10%
COC(=O)CCCNC(=O)c1ccc(S(=O)(=O)NCc2ccco2)cc1
  ·	-20%	-5%
CCOC(=O)N1CCN(S(=O)(=O)c2ccc(F)c(C(=O)Nc3ccc(C(C)C)cc3)c2)CC1
  3%	18µM*	18µM*
COc1ccc(NC(=O)CCC(=O)NCc2ccco2)c([N+](=O)[O-])c1
  ·	-14%	4%
CCn1c(=O)cc(O)c2c(=O)n(C)c(=O)n(C)c21
  2%	-4%	-3%
CN(C)S(=O)(=O)c1cccc(C(=O)Nc2cc(Cl)ccc2O)c1
  0%	?	?
CN(Cc1ccccc1)C(=O)COC(=O)c1cc(S(=O)(=O)N(C)C)ccc1N1CCCC1
  -9%	?	?
O=c1cc(-c2ccccc2)[nH]c2nc3ccccc3n12
  3%	9.2µM*	9.2µM*

An excerpt of these results, with tabs.
Compound	TDP1 block	DT40 TDP1 CPT	DT40 TDP1 no CPT
Clc1ccccn1	0%&16%	18%	1%
C=CCOC(=O)C1=C(C)Nc2nc3ccccc3n2C1c1ccncc1 (configuration not stated)	5%	?	-22%

Record cards (already shown). Values in the order: TDP1 block, DT40 TDP1 CPT, DT40 TDP1 no CPT
Profile of CCn1c(=O)cc(O)c2c(=O)n(C)c(=O)n(C)c21 = 2%, -4%, -3%
Profile of O=C1c2ccccc2C(=O)N1CC(O)COc1ccccc1Cl (configuration not stated) = ·, 2%, 9%
Profile of COC(=O)CCCNC(=O)c1ccc(S(=O)(=O)NCc2ccco2)cc1 = ·, -20%, -5%

Going on with the list:
Results follow in this order: TDP1 block	DT40 TDP1 CPT	DT40 TDP1 no CPT
O=C1CCC[C@@H]2CC(Nc3ccc(F)cc3F)C[C@@H]3CCN1[C@H]23 (some centres not stated)
  1%[56.1 µM]	?	?
NC(=O)CCCc1nc(-c2ccccc2Cl)no1
  -6%	-3%	1%
Cc1ccc(NC(=O)c2cc(-n3cnnc3)ccc2Cl)c(C)c1
  1%	-27%	-9%
CCc1nc2cc(C(=O)NC3CCS(=O)(=O)C3)cc(NC(=O)c3ccccc3OC)c2n1C (configuration not stated)
  ·	-3%	-8%
COc1ccc(OCC(=O)N/N=C(\C)CC(=O)Nc2ccc(NC(C)=O)cc2)cc1
  2%[56.1 µM]	7%	11%
CCCCCCCCCCCCCCCC[N+](C)(C)Cc1ccc(F)cc1
  ·	6.5µM*	7.3µM*

Fetched by structure from the list above (four):
Results follow in this order: TDP1 block	DT40 TDP1 CPT	DT40 TDP1 no CPT
Cc1ccc(NC(=O)c2cc(-n3cnnc3)ccc2Cl)c(C)c1
  1%	-27%	-9%
NC(=O)CCCc1nc(-c2ccccc2Cl)no1
  -6%	-3%	1%
CCc1nc2cc(C(=O)NC3CCS(=O)(=O)C3)cc(NC(=O)c3ccccc3OC)c2n1C (configuration not stated)
  ·	-3%	-8%
CCCCCCCCCCCCCCCC[N+](C)(C)Cc1ccc(F)cc1
  ·	6.5µM*	7.3µM*
